EWS-Fli inh = EWS/Fli transcriptional activity inhibition; A673 NR0B1-luciferase reporter, viability-normalised; inhibition, % at 12.6 µM; 0.67% of 350,000 active; AID 651661;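 active means mean inhibition of at least 50% after viability correction, with every replicate also passing that limit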;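 further: firefly luciferase signal divided by Alamar Blue viability fluorescence both relative to DMSO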
FN deposition inh = fibronectin deposition inhibition; 0.086% of 350,000 active; AH1F fibroblasts, Alexa488-fibronectin deposition fluorescence, overnight; AID 743247; inhibition, % at 12.6 µM;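 active means mean inhibition across replicates of 30% or more, regardless of how many single replicates reach that level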;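 further: positive control wells lacked labelled fibronectin entirely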
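Assay system: AH1F fibroblasts / Quantity: 10000 cells per well / Medium: DMEM plus 2% serum, read in PBS / Reagent: labelled fibronectin 24 nM / Dosing: single dose, pinned / Times: 1 h cell attachment, overnight exposure to compound and label / Signal: fluorescence, ex 485 nm, em 525 nm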
Cneo AK release = causes C. neoformans cell lysis; lysis activity, % at 15 µM; adenylate kinase release luminescence, 4 h; normalised: neutral wells 0, clomiphene wells 100; 0.2% of 360,000 active;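 active means mean lysis activity across replicates of at least 80%, whatever share of replicates individually reach that level; inactive means mean lysis activity below 80%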
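Schedule: static 4 h at 37 °C with compound, 1 h detection; system: C. neoformans cells; benchmarks: Clomiphene as positive control; buffer or medium: fresh YPD medium; measure: luminescence rise reflecting yeast cell lysis; measured by: luminescent adenylate kinase detection reagent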
miR122 inh = inhibitors of miR-122 in Huh7 cells | Huh7 miR-122 Renilla luciferase sensor, 48 h; neutral wells = 0, positive control = 100 | activation (reporter increase), % at 12.5 µM | 0.3% of 340,000 active | AID 602342;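 active means mean replicate activation score at least 90 and every replicate individually at or above 90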;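 further: higher luciferase means less miR-122 activity so hits act as miR-122 inhibitors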
PGC1a acetyl inh = lowers PGC1a acetylation signal in U2OS cells | AlphaScreen anti-acetyl-lysine; with virally co-expressed GCN5 acetyltransferase | inhibition, % at 15.6 µM | 0.17% of 350,000 active;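 active means every replicate shows inhibition of at least 40%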;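 further: 0% = neutral control wells and 100% = positive control wells; some results beyond the cut were filed as inactive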
LGR2 inh = Drosophila LGR2 receptor signaling inhibition; HEK293 LGR2, CRE-luciferase, bursicon-stimulated, 4 h; inhibition, % at 9.99 µM; 0.35% of 380,000 active;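 active means drop in luminescence signal, shown as inhibition above about 50% in the replicate tests, limit read from the data, passing the limit was not always enough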;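 further: agonist challenge used bursicon conditioned medium at about half maximal strength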
PAX8 inh HTS = lowers PAX8-driven luciferase in RMG-I cells. RMG-I TPO-luciferase reporter, SteadyGlo, 24 h. inhibition, % at 12.6 µM. 1.2% of 360,000 active. AID 652154;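 active means mean replicate inhibition at least 60% with every replicate also reaching 60%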;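 further: luciferase light reporting Pax8 driven TPO promoter activity; plate controls were median of neutral control wells for no effect and mitoxantrone controls for full effect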
CASP6 VEID inh = blocks human caspase-6 cleavage activity | inhibition, % at 12.5 µM | purified caspase-6, Z-VEID-R110 cleavage fluorescence | 0.53% of 350,000 active | P55212;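 active means mean inhibition across replicates at least about 35%, with every replicate also reaching that limit, limit read from the data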;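 further: 0% = median of neutral control wells and 100% = no fluorescence left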
Target sequence (P55212 24-179 limits assumed): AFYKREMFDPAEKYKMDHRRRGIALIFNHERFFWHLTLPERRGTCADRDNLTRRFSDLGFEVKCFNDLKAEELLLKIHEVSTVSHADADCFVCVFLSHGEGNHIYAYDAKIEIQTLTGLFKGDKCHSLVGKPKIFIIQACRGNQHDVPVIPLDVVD
Target sequence (P55212 194-293 limits assumed): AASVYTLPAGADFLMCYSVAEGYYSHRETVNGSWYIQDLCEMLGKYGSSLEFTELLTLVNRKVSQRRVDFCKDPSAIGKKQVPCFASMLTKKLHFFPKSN
Active calls of the source: *; x = no result given; [ ] = another dose, or the depositor's remark.

The opening two entries, to show the layout:
SMILES	EWS-Fli inh	FN deposition inh	Cneo AK release	miR122 inh	PGC1a acetyl inh	LGR2 inh	PAX8 inh HTS	CASP6 VEID inh
C[C@@H]1CCCCO[C@H](CN(C)C(=O)NC2CCCCC2)[C@H](C)CN([C@H](C)CO)C(=O)c2cc(NC(=O)c3ccncc3)ccc2O1	4	x	-2	3[16.7 µM]	-2	5	12	-1
Cc1ncoc1C(=O)N1CCCC(C(=O)c2ccc(-c3ccccc3)cc2)C1 (configuration not stated)	-3	0	x	x	x	14	19	4

The listing, repeating the preview:
SMILES	EWS-Fli inh	FN deposition inh	Cneo AK release	miR122 inh	PGC1a acetyl inh	LGR2 inh	PAX8 inh HTS	CASP6 VEID inh
C[C@@H]1CCCCO[C@H](CN(C)C(=O)NC2CCCCC2)[C@H](C)CN([C@H](C)CO)C(=O)c2cc(NC(=O)c3ccncc3)ccc2O1	4	x	-2	3[16.7 µM]	-2	5	12	-1
Cc1ncoc1C(=O)N1CCCC(C(=O)c2ccc(-c3ccccc3)cc2)C1 (configuration not stated)	-3	0	x	x	x	14	19	4
CNC[C@@H]1Oc2ccc(NC(=O)Nc3ccccc3)cc2CC(=O)N([C@@H](C)CO)C[C@@H]1C	-11	x	2	-8[16.7 µM]	4	-24	4	-2
C[C@@H]1CN([C@H](C)CO)C(=O)c2cccc(NC(=O)Nc3ccc4c(c3)OCO4)c2O[C@@H]1CN(C)Cc1ccncc1	-18	x	-3	4[16.7 µM]	-4	-26	-86	-1
O=C(C[C@@H]1CC[C@@H]2[C@H](COC[C@@H](O)CN2C(=O)Nc2ccccc2)O1)NCCCN1CCOCC1	-3	1	0	6[16.7 µM]	10	-3	-6	1
CSCCC(NC(=O)c1ccccc1)C(=O)NCCCSc1ccccc1 (configuration not stated)	4	-5	1	x	x	5	1	4
COc1ccc(OC)c(S(=O)(=O)Nc2ccc3c(c2)n(C)c(=O)n3C)c1	27	3	-1	x	x	-13	-16	2
CN(C)C(CNC(=O)CCNS(=O)(=O)c1ccccc1C(F)(F)F)c1ccccc1 (configuration not stated)	-3	-21	-1	3	6	-3	0	-2
O=C(c1cccc(F)c1)N1CCCCN2[C@H](C1)[C@H](c1ccc(-c3cncnc3)cc1)[C@@H]2CO	0	x	-7	11[16.7 µM]	3	5	2	-5
CCCCCC1CCC(c2ccc(/C(N)=N/O)cc2)CC1 (configuration not stated)	36	-10	-2	5	-2	x	-1	-2
CCc1ccc(/C=N/n2c(C)cc(C)c(C#N)c2=O)cc1	14	x	1	1	-5	33	-4	-3
Cc1cccc(N2CC(C)Cn3c2nc2c3c(=O)[nH]c(=O)n2C)c1 (configuration not stated)	2	1	x	x	x	6	8	-1
CC(=O)c1ccccc1NC(=O)c1ccc(N2CCCC2=O)cc1	-89	1	0	x	x	-16	-75	2
CC(=O)Nc1cc[n+](CC(=O)c2ccc(Cl)cc2)cc1	11	-1	-1	-1	20	2	10	-18
C=C(C)c1cccc(C(C)(C)NC(=O)Nc2ccc(C(N)=O)cc2)c1	7	-1	x	x	x	17	3	3
C=CCNc1ncnc2c1cnn2-c1cccc(C)c1	-69	-3	-3	-2	-3	-59	-198	2
O=C(Nc1cccc(S(=O)(=O)N2CCOCC2)c1)c1ccc2ccccc2n1	-20	3	1	8	-27	-17	-15	2
O=C(NCC1CCCN1S(=O)(=O)c1cccs1)c1ccc([N+](=O)[O-])cc1 (configuration not stated)	-2	0	x	-8	9	10	3	-2
Cc1nc(SCC(=O)O)c2oc3ccccc3c2n1	x	2	-2	-2	8	x	20	x
C/C(CC(=O)NCc1ccccc1Cl)=N/NC(=O)c1ccccn1	-20	-5	-1	-3	-11	-13	-48	-1
COc1ccccc1NC(=O)c1nnn(CC(=O)Nc2ccccc2)c1N	x	10	-2	-3	5	x	-3	x
COc1ccc(C(=O)NCCc2c[nH]c3ccccc23)cc1[N+](=O)[O-]	7	-10	-5	7	7	10	8	-2
C[C@@H]1CN([C@H](C)CO)C(=O)c2cccc(NS(=O)(=O)c3ccc(F)cc3)c2O[C@H]1CN(C)CC1CC1	-9	3	-8	-1[16.7 µM]	x	7	-9	2
N/C(=N\OC(=O)c1cc(Cl)ccc1Cl)c1ccncc1	-8	-7	x	x	x	-21	1	-1
COc1ccc(C(=O)COC(=O)CN2C(=O)C3C4CCC(C4)C3C2=O)cc1 (configuration not stated)	-1	6	-2	-8	x	-8	-4	-2

Three compounds from above, arranged by the number in PGC1a acetyl inh, largest number first.
compound | miR122 inh | PGC1a acetyl inh | LGR2 inh | CASP6 VEID inh
COc1ccccc1NC(=O)c1nnn(CC(=O)Nc2ccccc2)c1N | -3 | 5 | x | x
CNC[C@@H]1Oc2ccc(NC(=O)Nc3ccccc3)cc2CC(=O)N([C@@H](C)CO)C[C@@H]1C | -8[16.7 µM] | 4 | -24 | -2
C/C(CC(=O)NCc1ccccc1Cl)=N/NC(=O)c1ccccn1 | -3 | -11 | -13 | -1

Further entries follow:
SMILES	EWS-Fli inh	FN deposition inh	Cneo AK release	miR122 inh	PGC1a acetyl inh	LGR2 inh	PAX8 inh HTS	CASP6 VEID inh
O=C(O)c1cccc(-n2nnnc2SCc2ccccc2Cl)c1	1	7	x	x	-14	30	-3	-1
O=C(CCn1cnc2ccccc2c1=O)Nc1cccc(Cl)c1Cl	-3	3	2	13	x	0	-14	0
O=C(NC(=S)NC1CCCc2ccccc21)c1ccc(F)cc1 (configuration not stated)	-28	15	31	5	x	9	-8	3
COc1ccc(N2CCN(C(=O)c3ccc(-n4nc(C)cc4C)cc3)CC2)cc1	x	11	-2	-10	1	x	x	x
CCOc1ccc(CN(C)C(=O)c2ccc(NS(=O)(=O)c3ccc4[nH]c(=O)[nH]c4c3)cc2)cc1	5	-1	-3	0	3	8	-13	4
CCOc1ccc(N2CC(=O)N(c3ccc(OCC)cc3)CC2=O)cc1	x	-11	-2	-2	5	x	x	x
CC1(C(=O)NCc2ccccc2)CSCC(=O)N1CC(F)(F)F (configuration not stated)	1	2	x	x	x	-7	-15	0
CCC(=O)N[C@@H]1C=C[C@@H](CC(=O)NCc2ccccc2OC)O[C@@H]1CO	-2	x	-4	x	6	16	-6	0
C[C@@H]1CN([C@@H](C)CO)C(=O)Cc2cc(NC(=O)CCC(F)(F)F)ccc2O[C@H]1CN(C)Cc1ccc(-c2ccccc2)cc1	33	x	2	-12[16.7 µM]	5	42	100*	1
O=C(C[C@H]1C=C[C@@H](NC(=O)Nc2ccc(F)cc2)[C@H](CO)O1)NCCN1CCCC1	3	8	-6	-4[16.7 µM]	7	7	-6	-2
CCN(CC)C(=O)CC(c1ccccc1)c1ccco1 (configuration not stated)	x	-3	1	-2	-13	-5	x	x
COCC#Cc1cnc2c(c1)C(=O)N([C@H](C)CO)C[C@H](C)[C@@H](CN(C)C(=O)NC1CCCC1)O2	-2	-7	1	0[16.7 µM]	1	14	x	-1
C[C@H](CO)N1C[C@H](C)[C@@H](CN(C)Cc2ccncc2)Oc2ccc(N(C)C)cc2CC1=O	-7	-2	-1	-2[16.7 µM]	-1	11	-4	-1
Fc1cc(F)c(NC(=S)N2CCOCC2)c(F)c1	4	0	-2	x	x	11	-25	-5
O=C(CSc1n[nH]c(=O)[nH]c1=O)Nc1ccccc1C(=O)c1ccccc1	4	2	-1	6	-1	8	2	-1
Cc1cccc(C)c1NC(=O)c1cccc2c1-c1ccccc1C2=O	1	1	2	2	-9	-5	1	-2
CCNC(=O)[C@@H]1[C@@H](CO)[C@@H]2Cn3c(ccc(-c4ccc(F)cc4)c3=O)[C@@H]2N1CC1CC1	-3	x	44	2[16.7 µM]	0	-6	5	1
Cc1ccc(C(=O)NNC(=O)C2CCN(c3nc(C)cc(C)n3)CC2)cc1	8	x	3	x	0	16	x	-1
O=C(O)C1C2C=CC(C2)C1C(=O)NCc1ccc2c(c1)OCO2 (configuration not stated)	0	x	7	1	-6	7	x	0
Cc1cc(Br)c(NC(=O)Cn2c([N+](=O)[O-])cnc2C)cc1C	1	-3	-2	-3	x	10	22	-4
Cc1ccc2nc(-c3cccnc3)c(NC3CCCCC3)n2c1	8	6	x	x	x	0	37	-4
C[C@H]1Cn2cnc(C(=O)N(C)Cc3ccccc3)c2C(=O)N1	-1	-4	x	x	x	-7	-5	-2
Cc1ccc(S(=O)(=O)Nc2c(NC3CCCCC3)c3ccccc3oc2=O)cc1	x	12	2	5	-9	0	14	0
O=C(NC(=S)Nc1ccc(Br)cc1F)C1CCCCC1	-26	-1	-1	-4	x	-34	-98	-1
COc1cccc2sc(N(CCN(C)C)C(=O)c3ccc4c(c3)CCCC4)nc12	x	-3	70	x	x	17	-7	-9
(listing goes on)
SMILES	EWS-Fli inh	FN deposition inh	Cneo AK release	miR122 inh	PGC1a acetyl inh	LGR2 inh	PAX8 inh HTS	CASP6 VEID inh
Nc1ccn([C@@H]2O[C@H](CNCc3ccc(C#CCCO)cc3)[C@@H](O)[C@H]2O)c(=O)n1	-2	0	-5	1	-1	19	2	-5
COc1ccc(NC(=O)CN(C)C(=O)C2=NN(c3ccccc3)C(=O)CC2)cc1	2	x	1	1	7	2	16	-1
O=c1ccn(C2CCCO2)c(=O)[nH]1 (configuration not stated)	-8	-5	-4	x	5	-8	3	1
C[C@H]1CN([C@@H](C)CO)C(=O)c2cc(NS(=O)(=O)c3ccc(Cl)cc3)ccc2O[C@@H]1CN(C)S(=O)(=O)c1ccccc1	4	x	-1	3[16.7 µM]	-28	2	-41	x
Cc1ccc(S(=O)(=O)N(C)C[C@@H]2Oc3ccc(NS(=O)(=O)c4cn(C)cn4)cc3CC(=O)N([C@H](C)CO)C[C@H]2C)cc1	4	x	x	-3[16.7 µM]	14	-10	1	x
Cc1ccc(C(=O)N2CCN(C)CC2)cc1[N+](=O)[O-]	-15	-7	-1	-2	x	13	9	1
CN(C)S(=O)(=O)c1ccc2c(c1)c(=O)c(C(=O)NCCCN1CCCCCC1)cn2C	-4	1	6	x	x	12	-14	-84
COCCN1C(=O)c2ccccc2C(C(=O)N2CCN(c3ccccc3)CC2)C1c1ccc(F)cc1 (configuration not stated)	x	-18	2	-11	6	x	11	x
COc1ccc2[nH]c(CN3CCN(C(C)C)C(CCO)C3)c(C)c2c1 (configuration not stated)	5	-7	1	-2	-5	x	6	-3
C[C@@H](NC(=O)C[C@H]1CC[C@@H]2[C@@H](COc3ccc(NS(=O)(=O)c4ccc(Cl)cc4)cc3C(=O)N2C)O1)c1ccccc1	-2	4	1	-17[16.7 µM]	1	-8	16	x
COc1ccc(CNC(=O)C[C@@H]2CC[C@H](NC(=O)c3cccc(F)c3)[C@H](CO)O2)cc1	7	-6	-4	x	-10	3	-1	-1
CCOCC(=O)Nc1nnc(C2CCCCC2)s1	x	-9	1	-5	-2	x	-85	x
O=C(COC(=O)C1=COCCO1)Nc1ccccc1	-41	-8	x	x	x	-9	-3	0
Cc1ccccc1NC(=O)Nc1ccc2c(c1)C(=O)N(C)[C@@H]1CC[C@@H](CC(=O)O)O[C@@H]1CO2	-1	-36	-2	-12[16.7 µM]	1	5	-10	x
CCCc1cn(CC[C@H]2CC[C@H](NS(=O)(=O)c3ccc(-c4ccccc4)cc3)[C@@H](CO)O2)nn1	1	x	1	x	-4	-5	24	1
C=CCn1cc(CN2CCC(C(=O)Nc3cccc(-c4cccc(F)c4)c3)CC2)c(C)n1	x	3	1	-5	-2	7	12	-5
CC(=O)Nc1ccc(NC(=O)C2Cc3c(-c4ccc(Cl)cc4)ccnc3O2)cc1 (configuration not stated)	4	-8	0	3	x	-7	24	2

Two records picked at random from the list so far:
SMILES	EWS-Fli inh	FN deposition inh	Cneo AK release	miR122 inh	PGC1a acetyl inh	LGR2 inh	PAX8 inh HTS	CASP6 VEID inh
C[C@@H]1CN([C@H](C)CO)C(=O)c2cccc(NC(=O)Nc3ccc4c(c3)OCO4)c2O[C@@H]1CN(C)Cc1ccncc1	-18	x	-3	4[16.7 µM]	-4	-26	-86	-1
O=C(Nc1cccc(S(=O)(=O)N2CCOCC2)c1)c1ccc2ccccc2n1	-20	3	1	8	-27	-17	-15	2
